TLR4-MyD88 BLA = inhibitors of TLR4-MyD88 association in cells, primary screen, cell-based, HeLa CL3-4, BLA complementation, FRET ratio; Toll-like receptor 4 (Homo sapiens) + Myeloid differentiation primary response protein …; HeLa CL3-4 TLR4/MyD88 BLA complementation; inhibition, % at 8.4 µM; actives 0.18% (n = 200,000); in the data active means inhibition above about 25%;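 further: 0% = vehicle and 100% = reference inhibitor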
STAT1 blocker = STAT1 signaling inhibitors, primary screen, cell-based, HTS, luciferase reporter; NIH 3T3 STAT1-luciferase reporter, IFN-gamma, luminescence; inhibition, % at 5.5 µM; actives 0.35% (n = 200,000);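 active means inhibition above a set limit, the mean inhibition across all tested compounds plus 3 SD, cut at about 34% in these data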;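 further: 0% = IFN-gamma with DMSO and 100% = IFN-gamma with 300 µM nifuroxazide; values of inactives mirror those of a sister screen read the other way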
PPARg SRC-3 ag = PPARgamma agonists recruiting SRC-3 coactivator, primary screen, biochemical | Peroxisome proliferator-activated receptor gamma (Homo sapiens), P37231 | biochemical PPARgamma/SRC-3 coactivator recruitment assay | activation, % at 8 µM | actives 0.26% (n = 200,000) | AID 731, 2007; in the data active means activation above about 23%;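 further: 0% = DMSO and 100% = reference agonist; some compounds past the cut are filed as inactive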
Target sequence (P37231 whole entry, looked up): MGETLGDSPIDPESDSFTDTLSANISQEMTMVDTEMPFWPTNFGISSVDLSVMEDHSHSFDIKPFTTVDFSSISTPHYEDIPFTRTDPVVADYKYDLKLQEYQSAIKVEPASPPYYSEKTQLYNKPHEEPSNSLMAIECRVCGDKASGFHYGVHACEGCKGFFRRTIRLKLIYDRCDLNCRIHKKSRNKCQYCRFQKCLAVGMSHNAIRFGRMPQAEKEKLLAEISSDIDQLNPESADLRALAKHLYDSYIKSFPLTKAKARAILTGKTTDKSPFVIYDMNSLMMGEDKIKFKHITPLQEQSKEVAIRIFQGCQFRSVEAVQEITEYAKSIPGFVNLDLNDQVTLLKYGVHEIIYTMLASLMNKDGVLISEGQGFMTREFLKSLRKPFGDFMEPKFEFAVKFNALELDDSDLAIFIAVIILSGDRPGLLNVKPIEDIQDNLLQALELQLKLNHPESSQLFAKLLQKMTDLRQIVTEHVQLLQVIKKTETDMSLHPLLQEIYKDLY
STAT3 inh = IL-6 driven STAT3 reporter inhibitors, primary screen, U3A cells, luciferase, luminescence, MLSCN library | IL-6 STAT3-luciferase reporter; host cell line lacks STAT1 | inhibition, % at 5.5 µM | actives 0.89% (n = 190,000) | AID 862, 2007;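 active means inhibition above the mean inhibition across all screened compounds plus 3 SD, cut at about 44% in these data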;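 further: 0% = DMSO only wells and 100% = 100 µM nifuroxazide control wells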
PPARg SRC1 recr = PPARgamma agonists recruiting SRC-1 coactivator, primary screen, biochemical; Peroxisome proliferator-activated receptor gamma (Homo sapiens), P37231; PPARgamma-SRC-1 coactivator recruitment biochemical assay; activation, % at 8 µM; actives 0.41% (n = 200,000); in the data active means activation above about 19%;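 further: 0% = DMSO and 100% = reference agonist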
PPARg SRC-2 ag = agonists of PPARg-SRC-2 recruitment, primary screen, biochemical, HTS. Peroxisome proliferator-activated receptor gamma (Homo sapiens), P37231. PPARgamma LBD-SRC-2 recruitment. activation, % at 8 µM. actives 0.34% (n = 200,000); in the data active means activation above about 22%;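 further: 0% = vehicle and 100% = reference agonist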
STAT3 activator = IL-6 driven STAT3 reporter potentiators, primary screen, U3A cells, luciferase, luminescence, MLSCN library; IL-6 STAT3-luciferase reporter; 100% = signal with IL-6 EC80 alone; activation (% of control), % at 5.6 µM; actives 0.91% (n = 190,000); AID 871, 2007;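 active means activation above the screen-wide mean of compound activation plus 3 SD, cut at about 130% in these data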;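 further: 0% = background luminescence of wells with medium and substrate only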
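Test system: Human STAT1-deficient U3A cells with stable STAT3-luciferase reporter | Also added: Interleukin-6, 33 ng/mL | Timing: Compound pre-incubation 1 h before IL-6, then 6 h stimulation at 37 °C | Technique: Luciferase reporter luminescence | Read-out: Percent of IL-6-only median luminescence | Benchmarks: IL-6-only wells as 100% reference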
TR-FRET SRC-2 ct = TR-FRET signal artefacts, primary screen, artefact control for PPARgamma SRC-2 agonist project, biochemical; TR-FRET ratio at 8 µM; actives 0.4% (n = 200,000); AID 1049, 2008; TR-FRET artefact counter-screen; stronger effect = higher value; in the data active means TR-FRET ratio above about 2000; further: inactives centre near 1500
ROMK mod = ROMK potassium channel modulators, primary screen, cell-based, thallium flux, MLSMR library | B-score at 10 µM | actives 2% (n = 130,000) | Tet-inducible ROMK, thallium flux fluorescence; actives lie on both sides;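 active means signal ratio slope over the read window, or its plate-corrected B-score, at least 3 SD from the plate mean, either direction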;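 further: B-score of the F/F0 ratio slope over 7 to 12 s after thallium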
S1P3 antagonist = S1P3 receptor antagonists, primary screen, cell-based; Sphingosine 1-phosphate receptor 3 (Homo sapiens), Q99500; CHO S1P3 NFAT-BLA reporter, FRET fluorescence, antagonist mode; inhibition, % at 4.98 µM; actives 0.27% (n = 170,000);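 active means inhibition above the plate cutoff, the mean inhibition of test wells on that plate plus 3 SD, cut at about 28% in these data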;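 further: cells challenged with S1P at its EC80 of 0.8 µM; blue over green emission ratio from cleaved BLA substrate after 4 h stimulation; 0% = S1P-stimulated wells and 100% = unstimulated DMSO-only wells; some compounds past the cut are filed as inactive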
Target sequence (Q99500 whole entry, looked up): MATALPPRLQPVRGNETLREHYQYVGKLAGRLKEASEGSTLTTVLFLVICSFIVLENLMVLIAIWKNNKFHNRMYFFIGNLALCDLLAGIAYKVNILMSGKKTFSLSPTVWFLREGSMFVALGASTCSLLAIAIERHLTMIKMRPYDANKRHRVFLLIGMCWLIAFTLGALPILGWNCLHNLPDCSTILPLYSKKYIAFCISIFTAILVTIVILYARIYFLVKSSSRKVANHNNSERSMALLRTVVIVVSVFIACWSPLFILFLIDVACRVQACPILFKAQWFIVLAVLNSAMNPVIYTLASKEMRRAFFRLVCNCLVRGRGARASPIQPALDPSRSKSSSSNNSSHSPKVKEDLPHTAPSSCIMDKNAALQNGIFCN
RAM network inh = inhibitors of the yeast RAM network, primary screen, dse1pr::URA3 reporter, 5-FOA selection. inhibition, % at 50 µM. actives 1.8% (n = 190,000). S. cerevisiae dse1pr::URA3 reporter, 5-FOA growth OD615, 2 d; analog-sensitive cbk1-as2 kinase mutant strain;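 active means inhibition above a set limit, 3 SD over mean compound inhibition, cut at about 8.4% in these data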;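 further: 0% = DMSO-only wells with no growth and 100% = 10 µM 1-NA-PP1 full growth; inhibition rescues growth on 5-FOA so higher OD means more RAM inhibition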
* marks the source's active call; other numbers are inactive results; nt = no result given.

SMILES	TLR4-MyD88 BLA	STAT1 blocker	PPARg SRC-3 ag	STAT3 inh	PPARg SRC1 recr	PPARg SRC-2 ag	STAT3 activator	TR-FRET SRC-2 ct	ROMK mod	S1P3 antagonist	RAM network inh
Cn1ccnc1C(=O)c1ccc(S(=O)(=O)N2CCCC2)cc1	4	-15	-4	-2	8	4	103	1569	-1	-11	2.6
O=C(Nc1ccc(F)cc1)c1ccc2nc[nH]c2c1	-3	-28	2	12	9	2	92	1754	0.62	-4	-0.6
COc1cccc(N2CCN(C(=S)Nc3cc(C)cc(C)c3)CC2)c1	1	2	5	7	10	3	98	1611	0.033	-21	6.1
O=C1C2C3C=CC(CO)(O3)C2C(=O)N1c1ccccc1-c1ccccc1 (configuration not stated)	2	5	-3	3	-9	6	103	1368	nt	-18	0.0
C#CCOCCOCCOCCNc1nc(N2CCN(C(=O)[C@H](CCC(=O)O)n3cc(C(N)CC(C)C)nn3)CC2)nc(N2CCN(C(=O)[C@H](Cc3ccc(O)cc3)n3cc(C(N)[C@H](C)CC)nn3)CC2)n1 (some centres not stated)	-9	-3	0	nt	5	0	nt	1497	nt	2	0.2
S=C(c1ccc2c(c1)OCO2)N1CCCC1	10	-3	13	4	6	9	100	1400	-0.13	-2	0.2
CN1CN(C)c2cccc3cccc1c23	-5	6	1	1	8	14	101	1675	-1.3	nt	0.6
CCn1c(SCC(=O)Nc2ccc(Cl)cc2)nnc1C1CC1	4	1	6	8	5	22	93	1533	1.1	27	1.0
N#CCCn1cc(/C=N/O)c(-c2ccc(-c3ccccc3)cc2)n1	7	1	-7	20	1	-3	87	1499	0.16	41	3.6
O=C(NC(NC1CCS(=O)(=O)C1)C(=O)c1ccccc1)c1ccc(Cl)cc1 (configuration not stated)	-2	0	8	0	3	0	103	1786	0.14	-15	0.7
CN(C(=O)CN1C(=O)c2ccccc2S1(=O)=O)c1ccccc1C(=O)O	4	-1	2	11	-1	2	93	1623	nt	1	0.9
N#Cc1cc(-c2ccccc2)oc1NC(=O)c1ccccc1	9	0	-2	10	-5	3	92	1618	-0.58	nt	2.4
Cc1cc(C)c(C)c(S(=O)(=O)N2CCN(C)CC2)c1C	0	-4	3	8	5	4	94	1434	0.53	-9	-0.3
COc1cccc(NC(=O)Cc2ccccc2)c1	1	-6	3	2	9	1	103	1782	nt	-36	1.2
Cn1c(=O)c2c(SCC(=O)N3CCOCC3)nc(C3CC3)nc2n(C)c1=O	4	1	0	1	-6	-8	106	1440	nt	nt	0.0
CCn1cc(C(=O)Nc2ccccc2)c(=O)c2ccc(C)nc21	-2	-8	0	16	-1	-7	89	1489	-0.036	0	1.0
COc1ccc(C)cc1NC(=S)N1CCN(c2ccccn2)CC1	-9	-7	4	21	8	6	81	1667	nt	-13	1.0
COc1ccc2c(Cl)c(C(=O)NCCCn3ccnc3)sc2c1	0	4	4	12	-4	3	91	1576	nt	-14	-0.4
CCN(C(=O)c1ccco1)c1nc(CC(=O)Nc2ccc(Cl)cc2)cs1	5	-3	4	-32	-2	-6	131	1541	nt	1	6.1
CCn1c(Cc2ccccc2)nnc1SCC(=O)Nc1ccc(S(N)(=O)=O)cc1	1	6	12	4	13	13	98	1587	0.37	-14	-0.1
CCOC(=O)C(NC(=O)CC)(Nc1nc2c(s1)CCCC2)C(F)(F)F (configuration not stated)	3	3	-5	-4	-8	-4	105	1386	nt	nt	2.1
CCn1c2ccccc2c2cc(N)ccc21	-2	10	1	1	-1	18	102	1438	nt	3	3.8
COc1cccc(C2NC(=O)c3ccccc3O2)c1OC (configuration not stated)	-8	-2	-10	1	4	5	102	1583	nt	8	1.2
CN(C)S(=O)(=O)c1cc(NC(=O)CN2CCN(c3ccccc3)CC2)ccc1Cl	-2	2	-5	-3	5	-3	98	1521	nt	-2	0.8
S=C(c1ccc(-c2ccc(Cl)c(Cl)c2)o1)N1CCOCC1	-2	-59	2	-5	12	5	110	1607	nt	5	6.5
Additional compounds.
SMILES	TLR4-MyD88 BLA	STAT1 blocker	PPARg SRC-3 ag	STAT3 inh	PPARg SRC1 recr	PPARg SRC-2 ag	STAT3 activator	TR-FRET SRC-2 ct	ROMK mod	S1P3 antagonist	RAM network inh
COc1cc(OC)cc(-c2nc3ccccc3c(=O)o2)c1	-17	0	-7	2	0	8	101	1611	nt	nt	0.5
COCCn1nnnc1C(C(C)C)N(Cc1cccnc1)Cc1ccccc1Cl (configuration not stated)	-2	0	0	-3	2	7	104	1340	nt	-40	2.5
CCn1c(SCC(=O)Nc2nc(-c3ccccc3)cs2)nnc1-c1ccccc1O	1	8	-4	11	-7	-6	93	1297	nt	4	3.9
Cc1nnc(SC(C)C#N)n1-c1ccccc1 (configuration not stated)	-8	0	0	5	2	-1	98	1459	-0.0081	-5	1.1
COc1ccc(S(=O)(=O)N2CCC(C(=O)Nc3cccc(Cl)c3)CC2)cc1OC	-9	0	4	-2	2	-1	104	1511	-0.065	2	0.7
COc1cccc(NC(=O)c2cccs2)c1	5	-5	-4	0	-5	6	103	1372	-0.83	-14	-0.2
CN1C(=O)S/C(=C\c2ccccc2OCc2ccc(C(=O)O)cc2)C1=O	-11	5	5	4	11	5	99	1694	-0.072	4	1.6
CC(C)CN1CCN(Cc2ccc(C#CC(C)(C)O)cc2)CC1CCO (configuration not stated)	-9	-7	1	9	13	13	96	1686	-0.12	-1	0.1
Cc1cc(C)n2cc(COc3ccccc3)nc2n1	-1	-1	-3	14	3	1	92	1438	-0.51	0	0.4
COc1ccccc1N1CCN(C(=O)c2oc3cc(C)cc(C)c3c2C)CC1	-8	7	2	2	-4	1	99	1569	0.7	nt	0.1
Cc1c(O)c(S(=O)c2ccccc2)c(=O)n(-c2ccccc2)c1-c1ccccc1 (configuration not stated)	2	0	6	5	-2	7	103	1504	0.019	-9	4.2
CNCc1ccccc1OCc1ccc(F)cc1	-13	-3	-1	10	8	9	93	1806	-0.69	-2	1.0
COc1ccc(CCNC(=O)CCN2C(=O)C(C)Oc3ccc(C)cc32)cc1OC (configuration not stated)	-5	8	13	-3	12	1	108	1670	nt	-16	1.8
Cc1cccc(NC(=O)Cn2nnc(C(=O)NCc3cccs3)c2N)c1C	6	6	4	14	-3	-6	95	1602	nt	nt	4.8
CCCS(=O)(=O)N1CCC(C(=O)NCCCN(C)Cc2ccccc2)CC1	7	3	2	6	1	3	98	1630	nt	1	0.9
Cc1ccc(S(=O)(=O)N2CCCCC2)cc1C(=O)OCC(=O)NC(=O)NC12CC3CC(CC(C3)C1)C2	4	-16	1	-4	4	-3	112	1469	0.24	0	2.6
O=C(Nc1cccc(S(=O)(=O)N2CCCC2)c1)c1ccc2c(c1)OCO2	3	2	8	17	6	2	89	1521	nt	1	2.4
COC(=O)C1C(=O)C2=C(CC1C)NC(C)=C(C(=O)OC(C)C)C2c1ccc(OC)c(O)c1 (configuration not stated)	-7	4	-6	-10	-6	-1	111	1227	0.28	-13	0.9
CCN(CC)c1nc(SCC(=O)O)nc(N(CC)CC)n1	-8	14	3	-1	-2	-6	103	1614	0.0057	27	0.5
O=C(N/N=C\c1cc(Cl)ccc1O)c1ccc(S(=O)(=O)N2CCCCC2)cc1	-11	-2	2	14	0	2	90	1501	0.074	-7	3.4
Cc1cccc(C(=O)c2c(N)sc3c2CCC(C)C3)c1 (configuration not stated)	7	-17	-3	-24	0	0	115	1683	nt	3	0.6
COc1ccc(NC(=O)Nc2cc(C)ccc2OC(F)F)c(OC)c1	6	-4	6	4	-4	7	100	1532	nt	21	6.4
CCOC(=O)N1CCN(C(=O)c2cccc(-n3c(=S)[nH]c4cc(Cl)ccc4c3=O)c2)CC1	17	13	1	20	0	-2	86	1632	-0.11	nt	0.6
Cc1cc(=O)[nH]c(SCc2cccc(F)c2)n1	-3	5	6	13	3	7	90	1560	nt	nt	-0.1
CCCC(C(=O)NC1CCCC1)N(Cc1cccs1)C(=O)c1snc(C(N)=O)c1N (configuration not stated)	14	-1	-9	1	5	2	105	1399	nt	-53	-0.5
Going on with the list:
SMILES	TLR4-MyD88 BLA	STAT1 blocker	PPARg SRC-3 ag	STAT3 inh	PPARg SRC1 recr	PPARg SRC-2 ag	STAT3 activator	TR-FRET SRC-2 ct	ROMK mod	S1P3 antagonist	RAM network inh
COc1ccc(Cn2c(=O)sc3ccccc32)cc1	1	3	0	4	5	5	101	1561	nt	7	0.9
COc1ccccc1C(=O)n1nc(-c2ccccc2)nc1NCc1ccco1	9	-1	-6	-2	-3	-3	101	1481	nt	25	7.0
CCOc1ccc2nc(SCC(=O)N3CCCCCC3)c(C#N)cc2c1	-11	-10	5	10	7	-3	96	1756	nt	1	4.2
Nc1nc(-c2ccc(Cl)cc2)nnc1-c1ccc(Br)cc1	4	-73	11	9	1	-2	95	1760	nt	-15	7.7
CC(=O)Nc1ccc(NC(=O)C2CCN(c3c(Cc4ccccc4)c(C)nc4ncnn34)CC2)cc1	10	4	12	6	-3	6	98	1520	0.73	nt	3.0
C/C(=N\NC(=O)c1cc(-c2ccncc2)nc2ccccc12)c1ccc(N2CCOCC2)cc1	-12	-5	2	5	0	4	101	1732	0.58	-8	1.7
CC(C)N(C(=O)CS(=O)(=O)c1ccc(Cl)c(Cl)c1)C(C)C	-7	5	-2	2	-2	-2	106	1487	0.041	-9	-0.8
COc1ccc(/C=C/C2=CCN(Cc3ccc(OC)cc3)CC2)cc1	-2	6	2	-37	8	-1	134*	1630	nt	-8	0.0
Cc1ccccc1N1C(=O)C(Oc2ccc(Cl)cc2)C1CNCCCOC(C)C (configuration not stated)	-12	-3	0	-12	0	-13	108	1613	-3.2*	14	0.6
COc1ccc(NS(=O)(=O)c2c(C)cc(C)cc2C)cc1	7	2	0	15	-5	-3	92	1248	-0.97	nt	-0.3
COc1ccc(C)cc1NC(=O)CSc1nnc(CC(=O)Nc2ccccc2C)n1C	-10	1	5	3	0	-7	98	1436	-0.34	nt	-1.2
O=C(CCN1C(=O)/C(=C/c2ccccc2)SC1=S)NNC(=O)c1ccncc1	3	5	4	3	-3	5	100	1369	-0.88	-20	8.8*
CCOC(=O)c1cnc(SC)nc1Sc1ccc(Cl)cc1Cl	-2	-1	-8	6	-3	-2	100	1466	-0.011	nt	5.3
